Source: PubChem
HEK293 cAMP cs – counter-screen for TSHR agonists: cAMP increase in parental HEK293; AID 938; 73,000 tested, 2.5% active; Potency, µM (titrated, usually from 57.1 µM), for the others: top-dose activation, hits mostly activators; parental HEK293 CNG cAMP sensor, membrane potential fluorescence; note: potency is the fitted concentration of half-maximal effect; % of control where 0% means no effect; nearly all actives have a fitted effect of over 55% in size
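Counterscreen for endogenous-receptor signalling: CNG-channel HEK 293 cells report cAMP rise by membrane depolarization. After 60 min dye equilibration with 100 uM RO 20-1724, compounds incubated 30 min before bottom-read fluorescence at 590 nm.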
BRCT inh green – blocks human BRCA1 BRCT binding to phosphopeptide, green readout. P38398. BRCA1 BRCT-phosphopeptide binding, green fluorescence polarization. Potency, µM (highest dose often 76.9 µM), without a hit: top-dose activity change, negative = inhibition, actives largely listed as inhibitors. 75,000 tested, 0.05% active;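 note: potency is the fitted concentration of half-maximal effect; plate controls were peptide without protein for full effect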
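Compounds were incubated for 12 min at room temperature with a complex of 100 nM fluorescein-tagged pBACH1 decapeptide and 250 nM His-tagged BRCT protein. Buffer was phosphate pH 7.3 with EDTA, DTT and Tween 20. Disruption of binding lowers the polarization signal.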
Caspase-1 inhib – blocks human caspase-1 allosterically or competitively; AID 900; Caspase-1 enzyme, Ac-WEHD-AFC fluorogenic rate; Potency, µM (titrated, usually from 57.5 µM), for the others: top-dose activity change, negative = inhibition, actives largely listed as inhibitors; 75,000 tested, 0.03% active;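 note: potency is the fitted concentration of half-maximal effect; plate controls were vehicle for no effect and no substrate for full effect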
USP2a inh – USP2a (human) protease inhibition; Potency, µM (highest dose often 38.3 µM), inactives show at the top dose activity change, negative = inhibition, hits mostly inhibitors; USP2a enzymatic assay, qHTS inhibition; 60,000 tested, 0.1% active; O75604;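 note: potency is the fitted concentration of half-maximal effect; nearly all actives have a fitted effect of over 60% in size; plate controls were DMSO for no effect and NEM full inhibition control for full effect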
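20 nM USP2 core + cpd, 30 min RT; add 20 nM Ub-PLA2/20 uM NBD C6-HPC; read Ex460/Em535 at 0 h and 2.5 h. Normalized to NEM; qHTS curve fit/classification.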
A350 autofl – compound fluoresces in the Alexa 350 spectral region | AID 590 | Compound autofluorescence, 340/450 nm, Alexa 350 dye-equivalents; active compounds read high | max dye-equivalent concentration, M | 59,000 tested, 11% active; in the data active = max dye-equivalent concentration above about 10 nM; inconclusive = mostly about 1.1 nM to 9.6 nM
TexasRed autofl – compounds fluorescent in Texas Red spectral region; Compound fluorescence, Texas Red channel, 547/618 nm; active compounds read high; max dye-equivalent concentration, M; 59,000 tested, 0.06% active; AID 587; in the data active = max dye-equivalent concentration above about 10 nM; inconclusive = between about 1.1 nM and that limit
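Pin-transferred compounds and Texas Red standards go into 100 mM Tris buffer, pH 8.0. After 15 min at room temperature, plates are imaged with 547/618 nm filters. Each value is a dye-equivalent concentration derived from the per-plate dye curve.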
Fluorescein fluor – compound fluoresces in the fluorescein spectral region. 59,000 tested, 0.91% active. Compound autofluorescence, 480/540 nm, fluorescein-equivalent; active compounds read high. max fluorescein-equivalent concentration, M; in the data active = max fluorescein-equivalent concentration above about 10 nM; inconclusive = between about 1.1 nM and that limit
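Compounds (23 nL) in 100 mM Tris pH 8.0, 15 min at room temperature, then fluorescence read at 480 nm excitation/540 nm emission. Signal converted to fluorescein-equivalent concentration from an on-plate fluorescein standard curve.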
Casp7 inh – blocks human caspase-7 allosterically or competitively; P55210; recombinant caspase-7, Ac-DEVD-AFC fluorescence rate; Potency, µM (titrated, usually from 57.5 µM), for inactives: top-dose activity change, negative = inhibition, actives largely listed as inhibitors; 75,000 tested, 0.02% active; active = well fitted inhibition curve with a large enough effect in the main read-out, with a control signal flat, not every such curve was filed as active; inconclusive = small, poorly fitted or top-dose-only effect, or a change in a side signal; note: potency is the fitted concentration of half-maximal effect; % of control where 0% means no effect
4-MU autofl – compound fluoresces in the 4-MU spectral region | compound autofluorescence, 340/450 nm, 4-MU equivalents; active compounds read high | 59,000 tested, 11% active | max dye-equivalent concentration, M; in the data active = max dye-equivalent concentration above about 10 nM; inconclusive = mostly about 1.1 nM to 9.6 nM
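Compounds in 100 mM Tris, pH 8.0, incubated 15 min at room temperature, then fluorescence read at 340 nm excitation/450 nm emission. Signal converted to 4-MU dye-equivalent concentration using an on-plate six-point 4-MU standard curve.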
Rhodamine autofl – compound fluoresces in the rhodamine spectral region. max dye-equivalent concentration, M. Rhodamine-region fluorescence, 547/598 nm, Tris buffer; active compounds read high. 59,000 tested, 0.05% active; in the data active = max dye-equivalent concentration above about 11 nM; inconclusive = between about 1.1 nM and that limit
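Compound fluorescence in 100 mM Tris, pH 8.0, read after 15 min at room temperature with 547 nm excitation and 598 nm emission. Output is dye-equivalent concentration from an on-plate rhodamine standard series.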
BRCT PPI red – inhibitors of human BRCA1 BRCT-phosphoprotein interaction (red fluorophore) | BRCT-phosphopeptide binding, red fluorescence polarization | P38398 | 75,000 tested, 0.03% active | Potency, µM (top dose mostly 76.9 µM), for the others: top-dose activity change, negative = inhibition, usual class: inhibitors | AID 892; note: % is set by controls: 0 for no effect and ±100 for the full control effect
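Fluorescence polarization: 100 nM His-tagged BRCA1 BRCT with 100 nM TAMRA-labelled phospho-BACH1 decapeptide, phosphate buffer pH 7.3 with 150 mM NaCl, DTT, 0.01% Tween 20; 12 min RT. Binding inhibition seen as FP decrease.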
The depositor's hits bear a star; i = inactive; ? = inconclusive; . = not tested or not shown; [ ] = dose if it differs, or a comment. Unless noted, calls come from the whole dose curve; as a rule, active = well fitted curve in the direction sought with a large enough effect; inconclusive = small, poorly fitted or top-dose-only effect, or another doubt; inactive = no such curve, though single readings can be large; an effect the other way counts as inactive or inconclusive. An excerpt. The share of hits here may be higher or lower than overall.

canonical_smiles	HEK293 cAMP cs	BRCT inh green	Caspase-1 inhib	USP2a inh	A350 autofl	TexasRed autofl	Fluorescein fluor	Casp7 inh	4-MU autofl	Rhodamine autofl	BRCT PPI red
Cc1c(NC(=O)C(C)Sc2nnc(-c3ccccc3)o2)c(=O)n(-c2ccccc2)n1C (stereo unspecified)	-3.2%	0.3%	1.4%	1.0%	i	i	i	-1.6%	i	i	-1.2%
O=C(CSc1nnc(-c2ccc(Cl)cc2)o1)N1CCN(c2ccccc2)CC1	3.2%	-0.8%	-1.4%	35.7%[activator]	i	i	i	-14.6%	i	i	-1.6%
Cc1ccc(S(=O)(=O)CCSc2nc(C)cc(C)c2C#N)cc1	?	-0.1%	-0.3%	2.5%	i	i	i	-1.4%	i	i	-0.2%
COCCN(CC(=O)NCc1ccc(F)cc1)C(=O)CCC(=O)Nc1ccccn1	0.7%	-1.9%	1.5%	.	i	i	i	1.5%	i	i	-5.4%
O=C(NCCc1ccccc1)C(c1cccs1)N(C(=O)c1csnn1)C1CC1 (stereo unspecified)	17.6%	-3.8%	1.7%	12.9%	i	i	?	-1.5%	i	i	0.3%
COc1ccccc1NC(=O)N1CCCC1C(=O)Nc1nnc(C(C)C)s1 (stereo unspecified)	7.1%	-3.4%	1.0%	-0.2%	i	i	i	1.3%	i	i	0.6%
CS(=O)(=O)c1ccc2nc(NC(=O)Oc3ccccc3)sc2c1	2.0%	-1.0%	-1.8%	-10.2%	8.31e-08M*	i	i	-1.9%	7.97e-08M*	i	-0.9%
COc1cccc2c(=O)c(SC(F)(F)C(F)C(F)(F)F)c(C)[nH]c12 (stereo unspecified)	.	.	.	.	i	i	i	.	i	i	.
CCOC(=O)COn1c(=O)c(-c2ccco2)[n+]([O-])c2ccccc21	.	.	.	.	2.48e-08M*	i	?	.	2.07e-08M*	i	.
CCCCCCn1c(C(C)O)nc2ccccc21 (stereo unspecified)	.	.	.	.	?	i	i	.	?	i	.
CCN(CC)c1ccc(NC(=O)c2cc(OC)cc(OC)c2)c(C)c1	0.3%	-0.6%	-0.2%	-3.8%	i	?	i	-0.4%	i	i	-0.6%
COC(=O)c1sccc1NC(=O)c1csc2c1CCCC2	28.3%	-1.5%	-0.5%	20.7%	i	i	i	-0.1%	i	i	1.0%
Cc1cc(C)c2nc(N)sc2c1	-6.9%	-1.1%	0.4%	-1.5%	?	?	i	-7.0%	i	i	2.5%
COc1ccc(CC(=O)N2CCCc3ccccc32)cc1OC	6.8%	-3.2%	-1.0%	-3.9%	i	i	i	-0.7%	i	i	1.7%
CCc1cc2c(NCc3ccco3)ncnc2s1	?	0.1%	-0.4%	-21.4%	i	i	?	-1.5%	i	i	-0.4%
Cc1cc(C)n2nc(C(=O)OCCOc3ccc(Br)cc3)nc2n1	6.5%	0.2%	1.4%	9.2%	i	i	i	0.4%	i	i	0.6%
Cc1ccc(-n2ncc(C#N)c2/N=C/N2CCN(C)CC2)cc1	-0.1%	-0.4%	-0.5%	-3.0%	i	i	i	-3.0%	i	i	1.3%
NC(=O)NC(N)=O	?	0.8%	-0.1%	.	.	.	.	1.3%	.	.	1.3%
CCOc1ccc(NC(=O)CCNc2c(N3CCCC3)c(=O)c2=O)cc1	1.0%	-0.2%	2.6%	7.8%	i	?	i	-1.0%	i	i	-0.8%
COc1ccc([C@@H](C)c2cc3c(cc2O)OCO3)cc1	-1.0%[11.4 µM]	1.1%[15.4 µM]	1.6%[11.5 µM]	.	i	i	i	2.4%[11.5 µM]	i	i	0.6%[15.4 µM]
O=S(=O)(NCCNS(=O)(=O)c1cccs1)c1cccs1	1.6%	0.2%	-0.3%	1.3%	i	i	?	-0.4%	i	i	-0.8%
CCCCn1c2nc3ccccc3nc2c2c(=O)n(CC(C)C)cnc21	.	.	.	.	2.02e-08M*	i	i	.	2.46e-08M*	i	.
CC(C)NC(=O)N1CCC2(CC1)CCN(C(=O)c1cnccn1)CC2	1.5%	-2.8%	-3.6%	7.7%	i	i	i	1.6%	i	i	-1.9%
O=C(Nc1ccc2ccccc2c1)c1cnccn1	-0.7%	1.6%	-4.4%	34.9%[activator]	?	i	i	-4.7%	i	i	0.3%
COCCCN1C(=O)C(=O)/C(=C(/O)c2ccc(OC)cc2)C1c1ccc(O)c(OC)c1 (stereo unspecified)	-3.9%	-0.7%	2.3%	-2.4%	i	i	?	0.2%	i	i	1.3%

Rewritten with values under each structure: part of the list above
Each structure is followed by: HEK293 cAMP cs | BRCT inh green | Caspase-1 inhib | USP2a inh | A350 autofl | TexasRed autofl | Fluorescein fluor | Casp7 inh | 4-MU autofl | Rhodamine autofl | BRCT PPI red
CC(C)NC(=O)N1CCC2(CC1)CCN(C(=O)c1cnccn1)CC2
→ 1.5% | -2.8% | -3.6% | 7.7% | i | i | i | 1.6% | i | i | -1.9%
O=C(Nc1ccc2ccccc2c1)c1cnccn1
→ -0.7% | 1.6% | -4.4% | 34.9%[activator] | ? | i | i | -4.7% | i | i | 0.3%

Following part
canonical_smiles	HEK293 cAMP cs	BRCT inh green	Caspase-1 inhib	USP2a inh	A350 autofl	TexasRed autofl	Fluorescein fluor	Casp7 inh	4-MU autofl	Rhodamine autofl	BRCT PPI red
CCSc1nc(O)c(CC)c(=O)n1C(C)CC (stereo unspecified)	?	0.6%	-1.3%	0.5%	.	.	.	0.2%	.	.	-0.1%
CCCC1Cc2nc(N3CCCCC3)c(C#N)cc2CO1 (stereo unspecified)	13.8%	-0.3%	-4.7%	5.8%	1.84e-07M*	i	?	-3.2%	1.92e-07M*	i	0.7%
CCC1CCCCN1Cc1ccc(CNS(=O)(=O)c2ccc3c(c2)oc(=O)n3C)o1 (stereo unspecified)	3.6%	5.1%	-2.5%	9.3%	i	i	?	-1.2%	i	i	0.1%
CC(C)CC(NC(=O)C(CC(C)C)NC(=O)OC(C)(C)C)C(=O)O (stereo unspecified)	?	-2.3%	-4.8%	0.7%	i	i	i	-2.7%	i	i	-1.1%
CCOC(=O)Cn1cnc2c(cnn2-c2ccc(Cl)cc2)c1=O	10.8%	0.2%	-1.2%	-1.2%	i	i	i	-0.2%	i	i	0.6%
O=C(COC(=O)C1COc2ccccc2O1)NC(=O)Nc1ccc2c(c1)OCCO2 (stereo unspecified)	-5.0%	-0.1%	-4.4%	12.2%	i	i	i	-0.9%	i	i	-0.7%
Cc1cc(C)c2cc(CN(CCO)Cc3nnnn3Cc3ccccc3)c(=O)[nH]c2c1	?	2.8%	-4.6%	22.0%	i	?	i	-3.2%	i	i	0.5%
Cc1ccc2c(CC(=O)OCc3nc(N)nc(Nc4ccccc4C)n3)coc2c1	?	0.1%	-5.7%	32.5%[activator]	i	i	?	-6.7%	i	i	-0.9%
Clc1ccc(CC[C@H](Cn2ccnc2)Sc2c(Cl)cccc2Cl)cc1	16.0%[25.6 µM]	-2.1%[34.4 µM]	-4.9%[25.7 µM]	0.0%[17.1 µM]	i	i	?	1.8%[25.7 µM]	i	i	-3.9%[34.4 µM]
Cc1ccc(-n2ncc3c(Nc4c(C)n(C)n(-c5ccccc5)c4=O)ncnc32)c(C)c1	-5.2%	-1.4%	3.1%	7.4%	i	i	?	-0.7%	i	i	0.5%
COc1ccc(C)cc1NC(=O)CN1CCN(S(=O)(=O)c2ccc(F)cc2)CC1	?	-0.5%	-0.3%	23.4%	i	i	?	-3.6%	i	i	-0.2%
CCC(C)NC(=O)CS(=O)(=O)Cc1nc(-c2cccc(OC)c2)oc1C (stereo unspecified)	21.6%	-0.8%	0.9%	.	.	.	.	0.6%	.	.	-1.0%
COc1ccc(NC(=O)Nc2nnc(N3CCC(C)CC3)s2)cc1OC	?	-3.4%	-4.5%	.	.	.	.	-0.2%	.	.	-0.3%
COC(=O)CCC(=O)Nc1cccc(Br)c1	4.8%	-0.8%	0.4%	4.0%	?	i	?	-1.4%	i	i	-0.4%
Cc1ccc2cc(COC(=O)c3ccncc3)c(=O)[nH]c2c1	-8.2%	0.0%	-1.2%	10.1%	i	i	?	-1.0%	i	i	-1.6%
CCn1c(SCC(=O)N2CCCCC2)nnc1-c1ccc(S(=O)(=O)N2CCN(C)CC2)cc1	7.7%	0.2%	1.1%	27.3%	i	i	?	-0.3%	i	i	0.3%
O=C(CCN1C(=O)c2ccncc2C1=O)Nc1ccc2c(c1)OCCO2	3.0%	0.1%	-1.1%	-2.5%	i	i	i	1.4%	i	i	-0.1%
COc1ccc(C2(CNC(C)=O)CCOCC2)cc1OC	4.2%	-1.8%	-0.9%	.	.	.	.	-2.4%	.	.	1.2%
O=C(O)c1cc(=O)c2cccc(O)c2[nH]1	.	-1.0%[3.08 µM]	1.6%	-12.8%	.	.	.	0.1%	.	.	1.0%
O=C(CSC1=NCCS1)N1CCCCCC1	-1.5%	0.4%	1.8%	-4.2%	i	i	i	-0.2%	i	i	-1.5%
COC(=O)C1=C(N)OC2=C(C(=O)CCC2)C1c1cccs1 (stereo unspecified)	?	0.6%	-1.4%	-5.1%	i	i	i	-0.7%	i	i	-0.2%
CC(OC(=O)CCc1nc2ccccc2[nH]c1=O)C(=O)c1ccccc1 (stereo unspecified)	10.4%	-0.1%	-2.8%	6.9%	2.32e-08M*	i	i	-3.8%	2.45e-08M*	i	1.5%
